SENP6 block = SENP6 protease inhibition. Recombinant SENP6 catalytic domain, aminoluciferin luminescence. inhibition, % at 10 µM. actives 1.8% (n = 330,000). AID 2599;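 active = inhibition above about 50% at the single tested dose, limit read from the data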;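 also: plate controls were DMSO wells with enzyme for no effect and DMSO wells lacking enzyme for full effect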
Target sequence (Q9GZR1 628-1112 limits assumed): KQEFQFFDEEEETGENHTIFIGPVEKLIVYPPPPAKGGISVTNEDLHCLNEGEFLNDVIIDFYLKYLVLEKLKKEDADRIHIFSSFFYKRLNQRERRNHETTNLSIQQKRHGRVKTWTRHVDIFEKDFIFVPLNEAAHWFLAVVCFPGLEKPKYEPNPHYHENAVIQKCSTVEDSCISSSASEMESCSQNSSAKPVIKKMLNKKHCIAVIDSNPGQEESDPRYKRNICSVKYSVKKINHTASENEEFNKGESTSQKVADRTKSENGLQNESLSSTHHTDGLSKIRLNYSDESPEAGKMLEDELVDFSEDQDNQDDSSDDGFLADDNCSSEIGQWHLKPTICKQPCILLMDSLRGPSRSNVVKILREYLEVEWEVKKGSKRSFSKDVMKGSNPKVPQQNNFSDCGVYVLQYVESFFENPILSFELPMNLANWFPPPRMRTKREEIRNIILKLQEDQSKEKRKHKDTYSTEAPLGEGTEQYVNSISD
HKDC1 inh = HKDC1 (human) hexokinase inhibition; Q2TB90; recombinant HKDC1, G6PDH/diaphorase resazurin coupled fluorescence; inhibition, % at 20 µM; actives 0.16% (n = 340,000);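 active = inhibition above about 35% when tested at 20 µM, limit read from the data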;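 also: plate controls were DMSO wells with enzyme for no effect and DMSO wells lacking enzyme for full effect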
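Assay system – recombinant HKDC1 (HK5) hexokinase enzyme, produced in-house · Input – HKDC1 at 5 µg/mL · Reagent – glucose plus 1 mM ATP as hexokinase substrates · Timing – 90 min reaction incubation at room temperature, dark · Measured by – G6PDH/diaphorase-coupled fluorescence, 1 mM NADP, 100 µM resazurin, 525/613 nm · Benchmarks – DMSO-enzyme wells negative, buffer-substituted wells positive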
MPTP inh = blocks calcium-induced mitochondrial swelling. isolated mouse mitochondria, Ca2+ swelling absorbance, 30 min. inhibition, % at 10 µM. actives 1.4% (n = 360,000). AID 602449;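 active = inhibition of 50% or more, scaled per plate between neutral and stimulator controls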;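 also: 0% = DMSO wells given calcium and 100% = 1 mM EGTA wells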
SENP8 block = inhibitors of human SENP8 protease; Q96LD8; recombinant SENP8, Nedd8 substrate fluorescence; inhibition, % at 20 µM; actives 0.64% (n = 360,000); AID 602440; in the data active = inhibition mostly above about 40%, no sharp cut-off; inactive = mostly below about 27%
Target sequence (Q96LD8 whole entry, looked up): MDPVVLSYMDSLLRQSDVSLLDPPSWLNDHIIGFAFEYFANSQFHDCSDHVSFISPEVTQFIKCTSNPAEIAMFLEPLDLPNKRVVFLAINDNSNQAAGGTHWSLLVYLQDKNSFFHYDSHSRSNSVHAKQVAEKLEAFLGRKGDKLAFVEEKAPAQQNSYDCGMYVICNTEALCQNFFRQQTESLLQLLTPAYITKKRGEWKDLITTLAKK
PfGluPho inh = PfG6PD (Plasmodium falciparum) enzyme inhibition. actives 0.78% (n = 350,000). inhibition, % at 20 µM. PfGluPho enzyme, NADPH resazurin-diaphorase fluorescence;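 active = inhibition reaching at least a set limit at 20 µM in the primary screen, cut at about 59% in these data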;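 also: 0% = DMSO wells with substrate and 100% = DMSO wells lacking glucose-6-phosphate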
SENP7 block = blocks the human protease SENP7 | Q9BQF6 | AID 434973 | recombinant SENP7, Z-RLRGG-aminoluciferin luminescence, 40 min | inhibition, % at 5 µM | actives 1.5% (n = 330,000);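 active = inhibition above about 50% at the single test dose, limit read from the data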;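 also: plate controls were DMSO with enzyme for no effect and no enzyme buffer wells for full effect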
ATG4B inh = blocks human ATG4B protease cleavage of LC3 substrate. inhibition, % at 8.33 µM. actives 0.51% (n = 340,000). ATG4B cleavage of LC3-PLA2, NBD-HPC fluorescence, 1 h; in the data active = inhibition above about 40%
NR3A LBD binder = modulates the human NR3A ligand-binding domain; NR3A LBD differential scanning fluorimetry, Tm shift; 0% = protein alone, 100% = glycine-bound protein; actives 2.5% (n = 340,000); Tm shift relative to glycine control, % at 25 µM; AID 1259313;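 active = melting temperature shift of at least 10% of the positive control shift, at one fixed dose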
Numbers without * were called inactive.

A first look, 7 compounds:
1) Oc1nc(Nc2ccccc2)sc1/C=C1\C=Nc2ccccc21
2) CCOC(=O)c1cc(C)sc1NC(=O)CSc1nccn1C
3) CCOC(=O)N1CCC(N2C(=O)c3ccccc3C2Nc2ccccc2C)CC1 (stereo not drawn)
4) O=C(Nc1cccc(Cl)c1N1CCOCC1)c1ccc2c(c1)OCCO2
5) O=C(Nc1ccc(F)c([N+](=O)[O-])c1)C1CC(=O)N(Cc2ccccc2)C1 (stereo not drawn)
6) Cc1cc2nc(CCN(C(=S)NCC(C)C)C3CCCC3)[nH]c2cc1C
7) c1csc(CNc2ncnc3ccc(-c4ccc5c(c4)OCCO5)cc23)c1
Assay by compound	1	2	3	4	5	6	7
SENP6 block	64*	-14	6	15	-1	-24	-9
HKDC1 inh	23	-7	-3	-6	-1	-6	3
MPTP inh	13	1.2	-1.5	1.3	-2.1	85*	-0.9
SENP8 block	-33	4	15	9	7	10	-495
PfGluPho inh	21	3	11	19	-9	18	0
SENP7 block	51*	-2	-10	-7	6	-12	-9
ATG4B inh	15	-5	-2	34	8	8	6
NR3A LBD binder	27*	-3	0	1	-3	-3	-15

Main list, repeating the preview:
1) Oc1nc(Nc2ccccc2)sc1/C=C1\C=Nc2ccccc21
2) CCOC(=O)c1cc(C)sc1NC(=O)CSc1nccn1C
3) CCOC(=O)N1CCC(N2C(=O)c3ccccc3C2Nc2ccccc2C)CC1 (stereo not drawn)
4) O=C(Nc1cccc(Cl)c1N1CCOCC1)c1ccc2c(c1)OCCO2
5) O=C(Nc1ccc(F)c([N+](=O)[O-])c1)C1CC(=O)N(Cc2ccccc2)C1 (stereo not drawn)
6) Cc1cc2nc(CCN(C(=S)NCC(C)C)C3CCCC3)[nH]c2cc1C
7) c1csc(CNc2ncnc3ccc(-c4ccc5c(c4)OCCO5)cc23)c1
8) CCc1cc(C(=O)c2ccc(Br)cc2)c(NC(=O)CN(CC)CC)s1
Assay by compound	1	2	3	4	5	6	7	8
SENP6 block	64*	-14	6	15	-1	-24	-9	-6
HKDC1 inh	23	-7	-3	-6	-1	-6	3	-2
MPTP inh	13	1.2	-1.5	1.3	-2.1	85*	-0.9	0.9
SENP8 block	-33	4	15	9	7	10	-495	18
PfGluPho inh	21	3	11	19	-9	18	0	10
SENP7 block	51*	-2	-10	-7	6	-12	-9	1
ATG4B inh	15	-5	-2	34	8	8	6	-8
NR3A LBD binder	27*	-3	0	1	-3	-3	-15	-1

Full records as entered above. Values in the order: SENP6 block | HKDC1 inh | MPTP inh | SENP8 block | PfGluPho inh | SENP7 block | ATG4B inh | NR3A LBD binder
`c1csc(CNc2ncnc3ccc(-c4ccc5c(c4)OCCO5)cc23)c1` is listed with -9 | 3 | -0.9 | -495 | 0 | -9 | 6 | -15
`Cc1cc2nc(CCN(C(=S)NCC(C)C)C3CCCC3)[nH]c2cc1C` is listed with -24 | -6 | 85* | 10 | 18 | -12 | 8 | -3

(next part)
9) COc1ccccc1N(CC(=O)Nc1cc(C)on1)S(=O)(=O)c1cccc(C(F)(F)F)c1
10) COc1ccccc1NS(=O)(=O)c1cc(NC(=O)C(C)C)ccc1N1CCCCC1
11) N#C/C(=C/c1ccccc1OCc1ccc(F)cc1)c1ccc(C(=O)O)cc1
12) O=C(CCN1CCN(c2ccccc2)CC1)NNC(=S)Nc1ccccc1Cl
13) O=C(/C(=C/O)N=Nc1ccccc1)c1cccs1
14) CCCCCCn1nc(C(=O)N(CCCC)c2c(N)n(CCC)c(=O)[nH]c2=O)c2ccccc2c1=O
15) O=C(N/N=C/c1ccccc1OCc1ccccc1)c1cccnc1
16) Cc1ccc(OCc2ccc(C(=O)NN)o2)c([N+](=O)[O-])c1
Assay by compound	9	10	11	12	13	14	15	16
SENP6 block	-2	3	13	-5	-4	-2	-7	-3
HKDC1 inh	0	-2	-1	-8	0	-7	-11	-2
MPTP inh	0.6	-1.1	1.0	-1.0	1.0	-1.1	2.4	3.4
SENP8 block	4	12	-13	-23	14	14	-14	15
PfGluPho inh	19	61*	-13	13	37	16	-9	5
SENP7 block	7	5	-3	8	-5	9	2	0
ATG4B inh	-21	-11	4	-9	14	2	-3	-4
NR3A LBD binder	-2	-4	-2	1	-2	-2	-5	2

17) O=C(Nc1ccc(N2CCOCC2)cc1)C1CC(=O)N(c2ccc(Cl)cc2)C1 (stereo not drawn)
18) Cc1ccc(NC(=O)c2cc(N3C(=O)C4CC=CCC4C3=O)ccc2N2CCOCC2)cc1Cl (stereo not drawn)
19) CN(CCCNC(=O)c1cn(C)c2ccc(S(=O)(=O)N(C)C)cc2c1=O)c1ccccc1
20) CCOc1ccc2c(c1)c1nnc(SCC(=O)NC3CC3)nc1n2C
21) CN(C)S(=O)(=O)c1cccc(NC(=O)CNCc2ccccn2)c1
22) Cc1cc(C)n2nc(C(=O)Nc3ccc(N4CCOCC4)cc3)nc2n1
23) CCOC(=O)c1c(C)[nH]c(C(=O)N/N=C/c2cccc(OC)c2)c1C
24) COc1ccc(OCC2CCCN(Cc3nc(CC4CC4)no3)C2)cc1 (stereo not drawn)
Assay by compound	17	18	19	20	21	22	23	24
SENP6 block	-3	2	7	-12	-7	-15	-14	39
HKDC1 inh	-3	0	-2	3	-3	-2	-7	-6
MPTP inh	-2.0	0.2	-0.2	-0.3	-1.3	0.0	23	-1.8
SENP8 block	13	-18	30	2	13	24	26	6
PfGluPho inh	1	-6	8	11	16	8	-6	-1
SENP7 block	-6	-2	13	3	-1	-7	1	22
ATG4B inh	-2	-3	-1	0	-10	-1	-18	-9
NR3A LBD binder	0	-4	18*	-3	1	1	-1	9

25) O=C(c1ccc(S(=O)(=O)Nc2ccccc2Cl)cc1)N1CCCC1
26) CCN(CC)CCCNC(=O)c1c(O)c2cc(F)cc3c2n(c1=O)C(C)CC3 (stereo not drawn)
27) Cc1cc(C)cc(N(C(=O)C(F)(F)F)C(C(=O)NC2CCCCC2)c2cccs2)c1 (stereo not drawn)
28) COc1ccc(N2CCC(CNC(=S)Nc3c(C)cc(C)cc3C)C2)cc1 (stereo not drawn)
29) Cc1cccc(Nc2nnc(SCc3cc(=O)n4cc(C)ccc4n3)s2)c1
30) COC(=O)c1c(NC(=O)CSc2ncnc3[nH]ncc23)sc2c1CCC2
31) O=C1C2CC=C(Cl)CC2C(=O)N1CC1OCCc2ccccc21 (stereo not drawn)
32) CN1CCN(C(=O)CN(C)S(=O)(=O)c2ccc(F)cc2)CC1
Assay by compound	25	26	27	28	29	30	31	32
SENP6 block	2	-14	-19	13	-1	-6	-18	-4
HKDC1 inh	-7	-8	-10	5	-5	-9	-3	0
MPTP inh	0.6	-0.6	0.4	3.4	0.6	1.6	-4.4	-0.4
SENP8 block	10	-124	-5	16	-28	1	-7	8
PfGluPho inh	-23	18	-9	46	26	10	13	4
SENP7 block	21	3	6	13	0	-2	3	-2
ATG4B inh	2	1	-4	-8	27	-8	-7	2
NR3A LBD binder	2	7	4	-2	0	1	-1	-2

33) Cc1ccc(CC(=O)N2CCN(c3ccccn3)CC2)cc1
34) CCOC(=O)c1nc(C)n(-c2ccc(Cl)cc2Cl)n1
35) O=C(CCN1CCCCCC1)Nc1ccccc1F
36) CCOc1ccc(NC(=O)CN(C)C(=O)C2=COCCO2)cc1OCC
37) COc1ccc(-c2cc3cc(OC)c(OC)cc3c(C)n2)cc1C
38) CCNc1nc(SC(C(C)=O)C(C)=O)nc(N(C)C)n1
39) O=C(Nc1scc(-c2ccccc2)c1C(=O)O)c1ccccc1F
40) COc1cc(/C(C)=N/NC(=O)c2nnn(-c3nonc3N)c2-c2cccs2)ccc1O
Assay by compound	33	34	35	36	37	38	39	40
SENP6 block	7	7	14	-18	-7	3	75*	19
HKDC1 inh	-3	12	2	-6	5	-3	-2	-6
MPTP inh	-0.6	-2.3	-5.6	-0.6	1.6	-0.2	0.0	0.2
SENP8 block	-7	26	10	18	-216	20	-45	-11
PfGluPho inh	-8	-12	-12	-7	7	6	32	-1
SENP7 block	9	-3	1	-4	2	2	15	3
ATG4B inh	-4	-6	-2	-2	-11	-5	29	0
NR3A LBD binder	0	-1	0	-2	-1	0	0	3

41) CCOC(=O)N1CCN(S(=O)(=O)c2ccc(C(=O)N(CCCN(C)C)c3nc4c(F)cc(F)cc4s3)cc2)CC1
42) CC(C)c1ccc(N(C(=O)c2csnn2)C(C(=O)NC(C)(C)C)c2cccnc2)cc1 (stereo not drawn)
43) O=C(CN1CCOCC1)Nc1ccc(N2CCN(c3ccccc3)CC2)c(F)c1
44) CCOC(=O)CCNC(=O)N1CCCC(CCC(=O)N(C)CCc2ccccn2)C1 (stereo not drawn)
45) CCCn1c(N)c(N2CCCCC2)c(=O)n(CC(=O)Nc2ccccc2C)c1=O
46) CC(=O)N1CCN(CC(=O)Nc2ccccc2C(=O)Nc2ccccc2)CC1
47) CCCCCn1c(=O)c(C(=O)OCC)c(Cl)c2ccccc21
48) CN(C)N1C(N)=C(C#N)C(c2ccccc2Cl)C2=C1CCCC2=O (stereo not drawn)
Assay by compound	41	42	43	44	45	46	47	48
SENP6 block	-9	-10	-7	-6	-14	-11	-24	4
HKDC1 inh	-3	-10	0	-5	-8	-3	-5	3
MPTP inh	51*	-0.9	3.3	-0.2	1.3	-2.1	2.4	1.2
SENP8 block	8	-1	16	9	5	7	-80	3
PfGluPho inh	-8	-1	-14	-18	-16	3	14	5
SENP7 block	-7	-6	1	-14	6	-18	-2	-3
ATG4B inh	-8	-6	-8	22	-6	-5	-3	-6
NR3A LBD binder	4	1	-2	0	-1	2	-1	-1

49) O=C(COC(=O)c1ccc(O)cc1O)Nc1ccc2c(c1)OCCO2
50) CCC(C)n1ncn(-c2ccc(N3CCN(c4ccc(OC)cc4)CC3)cc2)c1=O (stereo not drawn)
51) CC(=O)Nc1cccc(-c2cn3ccc(C)cc3n2)c1
52) O=C(NC(=S)NCc1ccco1)c1ccccc1
53) O=C(Nc1ccc2c(c1)OCO2)C1CCCN1C(=O)OCc1ccccc1 (stereo not drawn)
54) Cn1cc(CN2CCC(C(=O)Nc3cccc(-c4cccc(F)c4)c3)CC2)cn1
55) COc1ccc(-c2nnc(SCC(C)C)o2)cc1
56) CCN1CCCC1CNC(=O)C(=O)NCc1ccccc1 (stereo not drawn)
Assay by compound	49	50	51	52	53	54	55	56
SENP6 block	-17	-7	38	3	-17	-8	44	4
HKDC1 inh	1	3	-9	15	-2	3	-1	-2
MPTP inh	-2.1	-0.9	0.3	-0.4	-1.4	-0.9	0.7	-1.4
SENP8 block	7	21	-391	4	25	10	21	2
PfGluPho inh	1	1	31	-25	-15	0	9	2
SENP7 block	7	-2	40	0	-11	-8	36	12
ATG4B inh	-10	5	-13	5	-2	-5	0	8
NR3A LBD binder	-2	0	0	-1	3	-3	-3	-1
